# hERG WT inh = blocks the wildtype human KCNH2 potassium channel. activity change, % at 1.84 µM. U2OS, BacMam KCNH2, thallium flux FluxOr; active compounds read low. AID 720551. 0.37% of 340,000 active;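 active = maximum activity change below -70%; inconclusive = maximum activity change between -70% and -50%; inactive = maximum activity change above -50%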; also: % is scaled to controls: 0 for no effect and ±100 for the full control effect
#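 U2OS cells transduced with wild-type KCNH2 virus are loaded with FluxOr dye for 45 min, and thallium flux is measured in kinetic reads before and after stimulation buffer. Rate constants are normalized to DMSO controls.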
# AT treatment = potential ataxia-telangiectasia treatment. Potency, µM (highest dose often 57.5 µM), inactives show at the highest dose activation, actives largely listed as activators. 0.19% of 320,000 active. […] A-T fibroblasts, KAP-1 phosphorylation AlphaLISA; neocarzinostatin DNA damage 30 min before lysis; also: potency is read from the fitted curve at half-maximal effect; % of control where 0% means no effect; nearly all actives have a fitted effect of over 45% in size
#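 ATM-like activity read as KAP-1 phosphorylation via AlphaLISA donor/acceptor antibody pairs after lysis and 6 hr at 25C. Cells were ATM-null patient fibroblasts ([…], hTERT), dosed 60 min, then exposed to the DSB inducer NCS for 30 min.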
# TCR act = T cell receptor activation; primary human leukocytes, anti-CD3, IL-2 HTRF, 48 h; Potency, µM (doses to about 9.22 µM), without a hit: at the top dose activation of IL-2 secretion, hits mostly activators; 330,000 tested, under 10 active; also: % of control where 0% means no effect
#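 Primary human leukocytes receive a-CD3 beads and test compound and are incubated 48 hr. Secreted IL-2 is then assayed by HTRF, measuring 665nm acceptor emission after 320nm excitation of the europium donor.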
# USP2a inh = blocks human ubiquitin-specific protease USP2a; O75604; USP2 core, Ub-CHOP2 coupled fluorogenic reporter, 485/531; Potency, µM (highest dose often 38.3 µM), for inactives: at the highest dose activity change, negative = inhibition, actives largely listed as inhibitors; 0.01% of 330,000 active; AID 463254;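 also: potency is read from the fitted curve at half-maximal effect; plate controls were DMSO wells for no effect and full inhibition by NEM control for full effect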
#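 Deubiquitinase activity read as fluorescence (485/531 nm) after Ub-CHOP2 cleavage activates the enterokinase reporter on its substrate; USP2 core 10nM, Ub-CHOP2 and substrate 25nM each, 30min compound preincubation then 60min RT; data normalized to NEM, curves fitted.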
# Eya2 inh = Eya2 (human) phosphatase inhibition; O00167; recombinant Eya2, OMFP fluorescence dephosphorylation (OMFP is methylfluorescein phosphate); Potency, µM (series often up to 76.9 µM), without a hit: top-dose activity, negative = inhibition, most hits filed as inhibitors; 0.006% of 330,000 active; AID 488837; also: potency is read from the fitted curve at half-maximal effect; % is scaled to controls: 0 for no effect and ±100 for the full control effect
#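 Eya2 (0.2 uM) preincubated 10 min at ambient with compound, then OMFP substrate added at 50 uM; 10 min reaction in 50 mM HEPES pH 7.5, 50 mM NaCl, 5 uM MgCl2, 0.05% BSA, 1 mM DTT. Fluorescence read at Ex 485/Em 525 nm.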
# KCNH2 3.1 block = KCNH2 3.1 (human) potassium channel inhibition; U2OS KCNH2 3.1, thallium flux FluxOr; active compounds read low; activity change, % (tested at about 1.8 µM); 0.95% of 340,000 active; AID 720553;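 active = maximum activity change below -70%; inconclusive = maximum activity change from -70% to -50%; inactive = maximum activity change above -50%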;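 also: thallium influx rate constant from kinetic fluorescence after stimulation buffer; % is scaled to controls: 0 for no effect and ±100 for the full control effect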
#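 Thallium flux via FluxOr fluorescence (Red40 quencher, 45 min loading) in U2OS cells virally expressing the KCNH2 3.1 isoform (1.77 x 10^8 /mL virus, overnight at 37 C). Rate constants from 2-min kinetic reads post-stimulation, normalised to positive and negative controls.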
# Mito fusion act = inhibitors of mitochondrial division or activators of mitochondrial fusion. Potency, µM (top dose mostly 46.1 µM), inactives show top-dose growth rescue (activation), usual class: activators. 0.23% of 320,000 active. S. cerevisiae fusion-defective mutant growth rescue, CellTiterGlo 48 h;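 also: potency is read from the fitted curve at half-maximal effect; % of control where 0% means no effect; nearly all actives have a fitted effect of over 45% in size; temperature-sensitive fusion mutants such as fzo1-1 at 37 °C on non-fermentable ethanol glycerol medium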
#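 Yeast fusion mutant, YPEG (non-fermentable carbon), compound, 48 h at 37C non-permissive; CellTiterGlo added, 10 min RT, luminescence read. Rescued growth = division inhibition.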
# TRPV1 ag = human TRPV1 agonism; TRPV1-expressing cells, Fluo-8 calcium influx, agonist mode; activation, % at 8.33 µM; 0.19% of 320,000 active; in the data active = activation above about 80%; inconclusive = between about 30% and that limit; also: 0% is about no effect
# Target sequence (Q8NER1 whole entry, looked up): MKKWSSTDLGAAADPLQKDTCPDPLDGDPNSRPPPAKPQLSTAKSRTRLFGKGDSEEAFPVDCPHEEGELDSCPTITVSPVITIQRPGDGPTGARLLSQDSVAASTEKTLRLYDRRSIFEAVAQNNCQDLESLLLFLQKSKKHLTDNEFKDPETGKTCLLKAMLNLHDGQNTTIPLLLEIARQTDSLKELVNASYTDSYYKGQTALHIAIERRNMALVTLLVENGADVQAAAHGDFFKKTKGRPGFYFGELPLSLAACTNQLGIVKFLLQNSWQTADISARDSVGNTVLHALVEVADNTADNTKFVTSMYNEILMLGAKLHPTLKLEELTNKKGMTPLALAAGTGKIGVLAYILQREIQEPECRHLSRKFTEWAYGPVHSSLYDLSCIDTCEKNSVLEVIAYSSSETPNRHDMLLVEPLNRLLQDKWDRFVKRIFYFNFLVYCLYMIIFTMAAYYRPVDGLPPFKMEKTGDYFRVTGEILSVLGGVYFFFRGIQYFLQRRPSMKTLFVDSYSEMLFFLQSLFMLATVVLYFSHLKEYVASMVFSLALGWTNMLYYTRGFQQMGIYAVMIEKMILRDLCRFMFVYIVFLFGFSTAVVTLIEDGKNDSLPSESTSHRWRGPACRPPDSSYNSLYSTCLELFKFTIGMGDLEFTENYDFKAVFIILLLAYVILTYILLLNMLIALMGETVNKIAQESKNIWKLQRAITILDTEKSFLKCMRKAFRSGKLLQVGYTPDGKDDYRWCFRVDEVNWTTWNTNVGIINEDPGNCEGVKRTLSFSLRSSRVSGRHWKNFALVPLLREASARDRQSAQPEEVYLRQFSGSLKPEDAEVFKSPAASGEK
#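 Cells expressing TRPV1 were dye-loaded with Fluo-8 and read kinetically: 10 s baseline, 3 min after compound (agonist portion), then 2 min after EC20 capsaicin (allosteric enhancer portion). Calcium-bound dye fluorescence at 480/520 nm.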
# TSHR antagonist = blocks TSH signaling through the human TSH receptor. 0.2% of 330,000 active. AID 504810. activity change, negative = inhibition, % at 11.5 µM. TSHR-expressing cells, TSH-stimulated cAMP HTRF, 2 h; active compounds read low. P16473;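 active = activity change below a set negative limit, meaning inhibition stronger than a set level, cut at about -70% in these data; inconclusive = activity change between two set negative limits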; also: % is scaled to controls: 0 for no effect and ±100 for the full control effect
#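 Competitive HTRF cAMP read-out (cryptate anti-cAMP antibody, cAMP-d2; 30 min, room temperature) in freshly harvested TSHR cells. Compounds added before TSH at EC80 (4nM final), followed by 2 hours' incubation at 37 deg C.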
# ELG1 repair inh = blocks ELG1-dependent DNA repair in HEK293T cells. Potency, µM (series often up to 46.1 µM), without a hit: at the highest dose activity change, negative = inhibition, usual class: inhibitors. HEK293T ELG1-luciferase reporter, luminescence, 16 h; DNA damage induced by 5-fluorouridine. AID 504467. 2.3% of 330,000 active; also: potency is read from the fitted curve at half-maximal effect; % is scaled to controls: 0 for no effect and ±100 for the full control effect; nearly all actives have a fitted effect of over 55% in size
#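 Reporter activity after DNA damage by 5-fluorouridine is monitored. Compound-treated cells incubate 16 hr at 37 °C, then ONE-Glo is added for 30 min before luminescence reading.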
# The depositor's hits bear a star; ? = inconclusive; . = not tested or not shown; [ ] = another dose, or the depositor's remark. Unless noted, calls follow the shape of the dose curve; as a rule, active = well fitted curve in the direction sought with a large enough effect; inconclusive = small, poorly fitted or top-dose-only effect, or another doubt; inactive = no such curve, though single readings can be large; an effect the other way counts as inactive or inconclusive. Not all compounds are listed. The share of hits here may be higher or lower than overall.
smiles	hERG WT inh	AT treatment	TCR act	USP2a inh	Eya2 inh	KCNH2 3.1 block	Mito fusion act	TRPV1 ag	TSHR antagonist	ELG1 repair inh
NNC(=O)/C(=N/Nc1ccccc1)S(=O)(=O)c1ccc(Cl)cc1	-7	-18%	5%	-2%	8%	5	10%	2	9	-22%
Cn1cc(/C=C2\SC(=O)N(c3ccc(O)cc3)C2=O)c2ccccc21	-7	-16%	-2%	2%	7%	1	6%	-1	-4	?
COc1ccc2c(CC(=O)NCc3cccs3)coc2c1	-3	2%	-16%	4%	12%	-6	-6%	1	1	?
CCOc1cccc2cc(C(=O)N3CCc4ccccc4C3)c(=O)oc12	1	2%	.	0%	-14%	-2	-7%	2	-1	4%
CCCCNC(=O)c1cccc(S(=O)(=O)N2CC3(C)CC2CC(C)(C)C3)c1 (stereo not drawn)	3	-2%	-34%	-3%	6%	0	11%	?	5	-1%
O=C(O)CCN1CCOCC1	-1	-1%	-1%	-1%	5%	11	2%	-2	4	-4%
Cc1cc(C)cc(NC(=O)C2C3C=CC4(O3)C2C(=O)N(CCCN2CCCCC2)C4C(=O)NC2CCCCC2)c1 (stereo not drawn)	-16	2%	7%	1%	4%	-7	-1%	0	-11	16%
O=C(c1cccc(S(=O)(=O)N2CCN(c3ccccc3)CC2)c1)N1CC=C(c2ccccc2)CC1	-3	9%	-4%	-1%	5%	1	4%	1	-13	?
O=C(CC1SC(N2CCCCC2)=NC1=O)Nc1cccc(C(=O)NCc2ccc(F)cc2)c1 (stereo not drawn)	-5	4%	-4%	2%	1%	1	-3%	2	4	-27%
CCC1(c2ccccc2)NC(=O)N(CC(=O)Nc2ccccc2C(=O)N2CCCCC2)C1=O (stereo not drawn)	-3	6%	-1%	2%	5%	0	-4%	2	20	15%
CCOC(=O)C1C(c2ccc(C(=O)O)cc2)NC(=O)NC1(O)C(F)(F)F (stereo not drawn)	2	4%	2%	1%	-4%	19	-4%	1	7	7%
CS(=O)(=O)N1CCC(C(=O)Nc2cc(C(F)(F)F)ccc2Cl)CC1	4	5%	-12%	3%	5%	-3	-3%	-1	10	1%
Cc1cc(NC(=O)c2cccs2)no1	0	17%	4%	13%	4%	-3	19%	-9	-4	?
c1ccc(Cn2nnc3ccccc32)cc1	-21	8%	-10%	1%	-1%	5	-1%	8	-19	1%
CC1(C)CC2CC(C)(CN2S(=O)(=O)c2cccc(C(=O)O)c2)C1 (stereo not drawn)	1	8%	-8%	1%	-22%	2	-3%	3	-26	22%
CCNC(=S)N(CCc1c(C)[nH]c2ccc(Cl)cc12)Cc1ccco1	1	5%	1%	5%	5%	2	?	16	-28	-18%
CCOC(=O)CC(NC(=O)Cn1nnc(-c2ccccc2F)n1)c1ccccc1Cl (stereo not drawn)	.	3%	-3%	2%	-5%	-6	4%	0	20	?
O=S(=O)(Nc1cc(S(=O)(=O)N2CCOCC2)ccc1Cl)c1ccccc1	-1	7%	0%	-1%	-1%	0	.	.	-12	2%
COC(=O)C1C(=O)c2c([nH]c(C(=O)OCCSC)c2C)CC1C (stereo not drawn)	-6	4%	2%	-1%	13%	-2	3%	0	-14	?
Cc1ccc(CNC(=O)Cn2ccc3cc(S(=O)(=O)N4CCCCCC4)ccc32)cc1	-5	-6%	-41%	1%	2%	-16	-4%	7	-19	-8%
C=CCn1c(=NC(=O)CC)n(C)c2ccccc21	47	12%	1%[46.1 µM]	-2%	2%	5	-3%	-1	14	-1%
CCc1cccc(C)c1NC(=S)N(CCOC)C(C)c1ccco1 (stereo not drawn)	-9	-23%	0%	0%	4%	-4	-5%	2	0	-5%
Fc1cc(F)c(F)c(SCn2cc(Br)cn2)c1F	-1	-1%	-8%	2%	-30%	-1	-5%	19	-14	14%
CC(C)(CNS(=O)(=O)c1ccc(Cl)cc1)N1CCCCC1	6	0%	1%	1%	-5%	-39	3%	7	17	1%
CCCC(C)C(=O)Nc1ccc(S(=O)(=O)Nc2nccs2)cc1 (stereo not drawn)	.	0%	5%	1%	-5%	0	2%	4	6	5%
CCOC(=O)N1CCN(C(=O)/C=C/c2ccc([N+](=O)[O-])cc2)CC1	.	2%	5%	1%	-13%	-15	1%	1	-5	5%
COc1ccc(CCNC(=O)C2CCN(S(=O)(=O)c3cccc4nonc34)CC2)cc1OC	17	0%	-4%	0%	-1%	-1	-6%	-1	6	-11%
COc1ccc(OC)c(-n2nnnc2SCC(=O)Nc2cc(C)ccc2OC)c1	-5	-1%	2%[46.1 µM]	-2%	0%	10	-1%	0	-8	?
CC1Cc2cc(C(=O)O)ccc2O1 (stereo not drawn)	-2	13%	-5%	-1%	2%	21	1%	-4	-4	?
COc1ccc(OC)c(-c2csc(NC(=O)COC(=O)C3CC3)n2)c1	-13	6%	2%	0%	-1%	4	-3%	-1	-15	-10%
O=C(NCCC1CCCCN1S(=O)(=O)c1cccs1)C(=O)Nc1cccc(F)c1 (stereo not drawn)	-1	0%	2%	0%	-18%	11	19%	-3	-16	-19%
Cc1ccc(C(=O)N2CC(C)SC2=Nc2cccc(S(=O)(=O)N(C)C)c2)cc1 (stereo not drawn)	-5	10%	2%[46.1 µM]	-4%	-3%	-8	6%	14	-3	-17%
Cc1cc(C(=O)CCC(=O)Nc2ncccc2C)c(C)s1	13	0%	1%	1%	9%	4	1%	2	-6	27%
Cc1cc2c(cc1S(=O)(=O)CCC(=O)NCc1ccccc1)OCC(=O)N2	-8	14%	7%	0%	-27%	-5	4%	1	3	5%
O=C(CN(c1ccc(Cl)c(C(F)(F)F)c1)S(=O)(=O)c1ccccc1)N/N=C/c1cccc2c1OCCO2	-20	-4%	-3%	-2%	-6%	-19	2%	2	16	-15%
CC(CCc1ccccc1)NC(=O)CCNS(=O)(=O)c1ccccc1C(F)(F)F (stereo not drawn)	-5	-2%	.	0%	-5%	-11	-2%	9	14	-10%
C/C(CC(=O)Nc1ccc(C)c(Cl)c1)=N\NC(=O)c1ccco1	6	-5%	-2%	0%	10%	-12	-2%	1	-7	14%
O=C1CC(Nc2ccccc2)C(=O)N1c1ccc(N2CCOCC2)cc1 (stereo not drawn)	-1	-8%	7%	-1%	-8%	-9	-6%	0	7	?
CC(C)(C)NCC(O)CON=C1c2ccccc2-c2ccccc21 (stereo not drawn)	-5	-3%	-9%	-1%	-2%	-12	-10%	1	5	-13%

# In a second layout: results already given
# Under each structure – hERG WT inh | AT treatment | TCR act | USP2a inh | Eya2 inh | KCNH2 3.1 block | Mito fusion act | TRPV1 ag | TSHR antagonist | ELG1 repair inh
COc1ccc(CCNC(=O)C2CCN(S(=O)(=O)c3cccc4nonc34)CC2)cc1OC
→ 17 | 0% | -4% | 0% | -1% | -1 | -6% | -1 | 6 | -11%
COc1ccc(OC)c(-n2nnnc2SCC(=O)Nc2cc(C)ccc2OC)c1
→ -5 | -1% | 2%[46.1 µM] | -2% | 0% | 10 | -1% | 0 | -8 | ?
CC1Cc2cc(C(=O)O)ccc2O1 (stereo not drawn)
→ -2 | 13% | -5% | -1% | 2% | 21 | 1% | -4 | -4 | ?
COc1ccc(OC)c(-c2csc(NC(=O)COC(=O)C3CC3)n2)c1
→ -13 | 6% | 2% | 0% | -1% | 4 | -3% | -1 | -15 | -10%
O=C(NCCC1CCCCN1S(=O)(=O)c1cccs1)C(=O)Nc1cccc(F)c1 (stereo not drawn)
→ -1 | 0% | 2% | 0% | -18% | 11 | 19% | -3 | -16 | -19%
Cc1ccc(C(=O)N2CC(C)SC2=Nc2cccc(S(=O)(=O)N(C)C)c2)cc1 (stereo not drawn)
→ -5 | 10% | 2%[46.1 µM] | -4% | -3% | -8 | 6% | 14 | -3 | -17%
Cc1cc(C(=O)CCC(=O)Nc2ncccc2C)c(C)s1
→ 13 | 0% | 1% | 1% | 9% | 4 | 1% | 2 | -6 | 27%
Cc1cc2c(cc1S(=O)(=O)CCC(=O)NCc1ccccc1)OCC(=O)N2
→ -8 | 14% | 7% | 0% | -27% | -5 | 4% | 1 | 3 | 5%
O=C(CN(c1ccc(Cl)c(C(F)(F)F)c1)S(=O)(=O)c1ccccc1)N/N=C/c1cccc2c1OCCO2
→ -20 | -4% | -3% | -2% | -6% | -19 | 2% | 2 | 16 | -15%
CC(CCc1ccccc1)NC(=O)CCNS(=O)(=O)c1ccccc1C(F)(F)F (stereo not drawn)
→ -5 | -2% | . | 0% | -5% | -11 | -2% | 9 | 14 | -10%
